High-throughput results deposited in PubChem by several laboratories.
NR2F2 inh – inhibitors of human COUP-TFII (NR2F2); HEK293T NGFI-A luciferase reporter, luminescence; inhibition, % at 8.6 µM; 0.7% of 370,000 active; AID 686940;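 active means inhibition above a per-plate cutoff, mean inhibition of test wells between control levels plus 3 SD, cut at about 38% in these data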;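 further: cells cotransfected with COUP-TFII expression vector driving the NGFI-A reporter; 0% = median of COUP-TF2 test wells and 100% = reporter-only cells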
Target sequence (P24468 whole entry, looked up): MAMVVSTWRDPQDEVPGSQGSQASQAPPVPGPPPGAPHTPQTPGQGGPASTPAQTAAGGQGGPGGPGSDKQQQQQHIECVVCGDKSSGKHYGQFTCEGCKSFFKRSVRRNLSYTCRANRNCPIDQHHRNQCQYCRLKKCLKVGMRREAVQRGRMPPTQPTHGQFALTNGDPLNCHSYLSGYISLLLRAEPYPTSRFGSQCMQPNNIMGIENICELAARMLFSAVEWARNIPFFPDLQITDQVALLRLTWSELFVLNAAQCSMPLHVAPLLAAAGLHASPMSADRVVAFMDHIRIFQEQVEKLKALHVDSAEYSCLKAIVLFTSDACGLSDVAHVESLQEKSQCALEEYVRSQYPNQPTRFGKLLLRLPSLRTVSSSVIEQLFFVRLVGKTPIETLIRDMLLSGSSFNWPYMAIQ
Shn3 3UTR inh – Schnurri-3 reporter inhibition in Clone20 osteoblasts | Clone20 osteoblast Shn3 3'UTR firefly luciferase, 24 h | inhibition, % at 12.5 µM | 0.52% of 360,000 active;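 active means mean inhibition of at least 75% with every replicate also reaching 75%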;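 further: 0% = median of neutral control wells and 100% = pilot-screen positive control compound; some compounds past the cut are filed as inactive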
EBV LMP1 NFkB – reduces LMP1-driven NF-kappaB luciferase signal. inhibition, % at 12.5 µM. AID 504558. 0.69% of 350,000 active. LMP1-induced NF-kappaB luciferase reporter cells, luminescence; in the data active means inhibition above about 41%;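 further: 0% = neutral control wells and 100% = reference inhibitor control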
CF NFkB block – inhibitors of cystic fibrosis induced NF-kB. AID 588850. 0.86% of 360,000 active. inhibition, % at 5 µM. KKLEB NF-kB-GFP reporter, PAF-induced, GFP fluorescence overnight;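 active means at least 50% inhibition at 5 µM, scaled per plate between neutral and stimulator controls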;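 further: PAF is a Pseudomonas aeruginosa culture filtrate used as stimulus; plate controls were PAF-stimulated DMSO wells for no effect and unstimulated DMSO wells for full effect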
TWEAK-Fn14 inh – blocks TWEAK-Fn14 interaction in a reporter cell assay. TWEAK-stimulated Fn14 reporter cells, luciferase luminescence, 8 h. AID 1159606. inhibition, % at 10 µM. 2% of 360,000 active; in the data active means inhibition above about 50%
NCOA1 inh – human NCOA1 inhibition. Q15788. HEK293 GAL4-SRC1 luciferase reporter, luminescence. inhibition, % at 3.6 µM. 0.12% of 360,000 active. AID 588354;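 active means inhibition above the campaign mean plus 3 SD, with each screening campaign given its own cutoff, cut at about 60% in these data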;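 further: 0% = DMSO treated cells and 100% = gossypol at 36 µM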
KKLEB tox – CF airway cell cytotoxicity counter-screen; KKLEB CF airway cells viability, ATPlite luminescence, overnight; stronger effect = lower value; cells stimulated with P. aeruginosa culture filtrate; AID 602141; activity change (cytotoxicity), % at 5 µM; 0.36% of 360,000 active;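 active means corrected activity change at or below -50% at 5 µM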
SRC3 inh – inhibits human SRC3 coactivator; inhibition, % at 3.6 µM; Q9Y6Q9; 0.17% of 360,000 active; HEK293 GAL4-SRC3 luciferase reporter, luminescence;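 active means inhibition above a per-campaign cutoff, the mean of all compounds plus 3 SD, cut at about 60% in these data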;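 further: 0% = DMSO-treated cells and 100% = gossypol-treated cells at 36 µM; higher means less SRC3-driven luciferase light from the GAL4 reporter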
TRAIL sens C8 – sensitizes caspase-8 expressing cells to TRAIL | NB7+C8 cells + TRAIL, ATPlite viability luminescence | inhibition (viability loss, TRAIL sensitization), % at 10 µM | 1% of 360,000 active;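 active means compounds causing at least 50% loss of cell viability in the single-dose screen, relative to plate controls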
LRH-1 inv ag – NR5A2 inverse agonism in reporter assay | inhibition, % at 3.6 µM | HEK293T StAR-luciferase reporter, LRH-1 transfected, 24 h | O00482 | 0.13% of 360,000 active;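 active means inhibition above the mean inhibition of all tested compounds plus 3 SD, cut at about 73% in these data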;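 further: 0% = DMSO wells and 100% = reporter-only cells lacking LRH-1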
Target sequence (O00482 whole entry, looked up): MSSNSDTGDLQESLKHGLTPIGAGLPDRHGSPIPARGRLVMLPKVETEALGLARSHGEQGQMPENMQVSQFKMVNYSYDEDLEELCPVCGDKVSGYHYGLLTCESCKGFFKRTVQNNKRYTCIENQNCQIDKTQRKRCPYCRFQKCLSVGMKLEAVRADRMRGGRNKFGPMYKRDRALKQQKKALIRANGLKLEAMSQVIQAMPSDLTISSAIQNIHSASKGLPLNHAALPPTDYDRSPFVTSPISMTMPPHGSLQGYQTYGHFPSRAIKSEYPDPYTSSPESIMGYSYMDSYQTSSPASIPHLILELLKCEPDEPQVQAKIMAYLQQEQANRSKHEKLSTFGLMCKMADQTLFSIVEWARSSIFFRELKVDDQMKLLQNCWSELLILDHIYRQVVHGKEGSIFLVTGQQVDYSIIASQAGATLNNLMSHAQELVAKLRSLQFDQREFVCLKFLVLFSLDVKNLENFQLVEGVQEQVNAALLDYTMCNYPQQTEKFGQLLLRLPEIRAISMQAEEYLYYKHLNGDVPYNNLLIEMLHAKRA
TROY NFkB inh – inhibitors of TROY-dependent NF-kB signaling; AID 1347056; 0.98% of 360,000 active; Q293 LMP1-TROYcd NF-kB luciferase reporter, 4 h; inhibition, % at 10 µM;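 active means compounds whose plate-normalised and pattern-corrected inhibition of the luciferase reporter signal at the single screening dose is 50% or more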
* hit, by the source's call; / = not tested or not shown. A portion of the library; the hit share may differ from the screen's.

SMILES	NR2F2 inh	Shn3 3UTR inh	EBV LMP1 NFkB	CF NFkB block	TWEAK-Fn14 inh	NCOA1 inh	KKLEB tox	SRC3 inh	TRAIL sens C8	LRH-1 inv ag	TROY NFkB inh
COc1ccc(NC(=O)CN(C)C(=O)c2oc3ccccc3c2C)cc1	6	8	-8	-3	21	-4	0	5	0	9	-1
Cc1cccc(C)c1NC(=O)CN(C)C(=O)c1cc(S(=O)(=O)N(C)C)ccc1N1CCCC1	-23	87*	3	16	-4	-14	-16	-1	-11	5	7
Cc1cccc(C)c1NC(=O)CNC(=O)C(C)N1CCCCC1 (stereo unspecified)	-9	-5	5	-16	3	-13	21	12	-2	10	-28
Cc1nn(CC(=O)NNC(=O)c2cccc(Br)c2)c(C)c1[N+](=O)[O-]	-13	1	1	-2	15	-1	3	-9	-10	26	-15
O=C1CC(c2cccs2)c2cc3c(cc2N1)OCO3 (stereo unspecified)	-3	-5	-15	8	-4	3	0	-3	-7	4	-7
O=C(CSc1nnc(-c2ccncc2)o1)NC1CCCCC1	12	1	-14	8	12	16	-2	23	-2	6	2
COc1ccccc1Cc1nc2ccccc2n1S(=O)(=O)c1ccc(Cl)cc1	25	-28	-1	13	40	4	-4	12	13	-21	-17
Cn1cc(S(=O)(=O)NCc2ccc(F)cc2)c(=O)n(C)c1=O	-14	-11	-9	-37	8	3	22	8	-19	-3	-5
COc1ccc(-c2n(Cc3ccccc3)c3ccccc3[n+]2Cc2ccccc2)cc1	23	51	1	48	38	-2	-32	35	25	44	50*
O=C(Nc1ccccc1F)C1C2C=CC3(O2)C1C(=O)N(c1cccnc1)C3C(=O)NC1CCCCC1 (stereo unspecified)	4	3	-14	-4	-23	-3	3	-7	-5	6	5
COc1cc(OC)cc(C(=O)NC2CCN(CCCOc3ccccc3)CC2)c1	-5	25	5	21	-3	7	-5	1	15	-5	2
O=C(NC1CCCCC1)C1c2ccccc2OCC(=O)N1CCc1ccccc1 (stereo unspecified)	7	/	/	/	-6	/	/	/	0	-22	-2
Cc1ccc(SCC(=O)NC2CCS(=O)(=O)C2)cc1C (stereo unspecified)	0	1	4	7	2	0	2	3	-4	-11	-33
O=C(CC1C(=O)NCCN1Cc1cccc(C(F)(F)F)c1)NC1CCOCC1 (stereo unspecified)	-4	-11	3	-10	-17	-17	14	0	-5	0	7
CSCCC(NS(=O)(=O)c1ccc(C)cc1)C(=O)N1CCCC1 (stereo unspecified)	3	-4	-7	-5	42	-1	-3	5	-7	9	-4
CNC(=O)Cc1nc2ccccc2n1CC(=O)Nc1cc(C)cc(C)c1	5	-4	-3	-8	-3	-8	-5	-1	0	-1	-5
CSCCC(NC(=O)c1ccco1)C(=O)N1CCN(C(c2ccccc2)c2ccccc2)CC1 (stereo unspecified)	11	-12	3	11	-4	7	-6	4	19	12	-15
O=C(Nc1ccccc1N1CCOCC1)c1cc(-c2ccncc2)nc2ccccc12	11	14	-15	1	15	30	-13	30	20	-1	23
COCCn1c(Cc2ccccc2)nnc1SCC(=O)N1CCOCC1	-4	1	-7	2	-9	-31	-4	2	-2	-16	13
Cc1cccc2nc(COc3ccc4ccccc4c3Br)cn12	-34	-48	-41	1	-21	-87	-12	-65	21	-165	-50
O=C(CCCn1c(=O)oc2ccccc21)Nc1ccccc1	-9	-11	-17	-2	-6	-36	15	-38	-23	-19	-34
COc1ccc(S(=O)(=O)n2cnc3cc(C)c(C)cc32)cc1C	33	31	-9	15	-6	20	-14	20	-14	16	-3
COc1ccc(-c2cc(=O)[nH]c(N3CCN(Cc4ccccc4)CC3)n2)cc1	5	1	7	14	-9	8	-17	-41	-20	26	-8
CC1CCN(CC(=O)NCc2ccco2)CC1	-22	-58	1	10	-1	-13	-9	5	-1	13	-4
CCC(C)[C@H](NC(=O)Nc1ccc(S(N)(=O)=O)cc1)C(=O)OC (stereo partly specified)	-2	-5	0	-3	2	4	-4	-13	2	0	-9

In the list so far, two contain two or more sulfur atoms:
SMILES	NR2F2 inh	Shn3 3UTR inh	EBV LMP1 NFkB	CF NFkB block	TWEAK-Fn14 inh	NCOA1 inh	KKLEB tox	SRC3 inh	TRAIL sens C8	LRH-1 inv ag	TROY NFkB inh
Cc1ccc(SCC(=O)NC2CCS(=O)(=O)C2)cc1C (stereo unspecified)	0	1	4	7	2	0	2	3	-4	-11	-33
CSCCC(NS(=O)(=O)c1ccc(C)cc1)C(=O)N1CCCC1 (stereo unspecified)	3	-4	-7	-5	42	-1	-3	5	-7	9	-4

New compounds follow.
SMILES	NR2F2 inh	Shn3 3UTR inh	EBV LMP1 NFkB	CF NFkB block	TWEAK-Fn14 inh	NCOA1 inh	KKLEB tox	SRC3 inh	TRAIL sens C8	LRH-1 inv ag	TROY NFkB inh
CC(=O)c1ccc(S(=O)(=O)N2CCC(NC(=O)Nc3cccc(F)c3)CC2)cc1	1	1	-5	3	1	22	4	13	10	11	14
CC(=O)c1ccc(NC(=O)CSc2nnc(C3CC3)n2C)cc1	-13	0	0	1	9	11	1	3	-4	11	-14
CC1CC1C(=O)Nc1nc2ccc(Cl)cc2s1 (stereo unspecified)	-4	-21	-46	24	36	-105	-8	-77	15	-96	-26
CCCCCn1c(=NC(C)=O)c(C#N)cc2c(=O)n3ccccc3nc21	13	-13	-3	-82	-7	10	3	-13	-12	-3	-1
O=C(N/N=C1/C(=O)c2cccc3cccc1c23)c1ccc(Cl)cc1	2	7	4	-6	106*	-1	-7	8	0	21	-36
Cc1cc(NC(=O)c2coc(=O)c(Br)c2)ccc1C(C)C	-6	-3	-23	4	47	-36	12	-30	-13	-49	-76
C=CCn1c(-c2ccccc2)nc(=S)c2c1CC(C)(C)OC2	-11	0	-2	-7	-3	-70	6	-7	14	-15	-1
CC(=O)c1c(N2CCN(c3cccc(Cl)c3)CC2)nc(=S)n(-c2ccccc2)c1C	-6	13	0	11	39	-11	6	-9	24	20	30
COc1ccc(-c2ccnc3nc(Sc4ncc(C(F)(F)F)cc4Cl)nn23)cc1	7	1	2	-17	-26	-31	-11	12	-9	-1	2
COc1ccccc1NC(=O)Cc1noc(CSc2nnc(C)n2C)n1	-1	-1	-7	5	1	1	-12	3	-3	3	1
C#CCOCCOCCOCCNc1nc(N2CCN(C(=O)[C@H](Cc3ccc(O)cc3)n3cc(C(N)CC(C)C)nn3)CC2)nc(N2CCN(C(=O)[C@H](CCC(=O)O)n3cc(C(N)[C@H](C)CC)nn3)CC2)n1 (stereo partly specified)	/	-23	1	-2	10	-13	11	-16	-26	11	-2
COc1ccc(CC(=O)OCC(=O)Nc2ccc(C(=O)Nc3ccc(OC)cc3)cc2)cc1	11	-27	-10	-10	-8	-17	1	-3	2	2	-65
C[C@]12c3[nH]c4ccccc4c3CCN1C(=O)C(CC(=O)NCc1cccc(C(F)(F)F)c1)C[C@@H]2C(=O)N1CCCCC1 (stereo partly specified)	-16	1	-18	-11	27	9	8	11	7	-7	27
COc1ccc(N2CCN(C(=O)CN=C3NS(=O)(=O)C(c4ccc(C)cc4)=C3C)CC2)cc1	15	19	12	-4	25	2	15	12	2	11	-2
Cc1cccc(CN2CCc3c([nH]c4ccccc34)C2CC(C)C)n1 (stereo unspecified)	16	6	3	11	3	-39	-2	1	18	11	-2
CCCCn1c(N)c(N(CCOC)C(=O)CN2c3ccccc3CC2C)c(=O)[nH]c1=O (stereo unspecified)	16	-13	3	13	0	10	-26	21	-4	9	17
O=C(NNC(=O)c1c(F)cccc1F)c1sccc1-n1cccc1	-9	15	-4	14	7	1	-1	5	-12	10	-14
O=C(CCC(=O)N1CCCC(Nc2ccccc2)C1)c1ccc(F)cc1 (stereo unspecified)	10	3	-3	4	-7	-7	-2	-4	-2	-6	14
O=C(CCn1c(=S)[nH]c2cc3c(cc2c1=O)OCO3)NCc1cccc(Cl)c1	7	-8	3	15	0	-12	-14	-17	-15	18	-5
O=C(CSc1nnc(-c2ccc(OC(F)F)cc2)o1)NCc1cccs1	-10	-1	-12	-10	3	-8	-1	0	3	-1	2
O=C(COc1ccc(Cl)cc1Cl)Nc1ccc(CN2CCOCC2)cc1	-6	-2	24	-17	16	3	6	5	4	7	4
CCNC(=O)COc1ccc(Br)cc1Cl	-10	-30	-8	-4	-6	-30	7	-28	-20	-33	-26
Cc1cc(NC(=O)CCCC(=O)NCc2ccccc2)no1	-17	-9	3	1	-18	17	-2	21	2	6	-3
Cc1cc(C)n(-c2nnc(NCc3ccc(Cl)cc3)nn2)n1	-3	7	-2	-5	-5	-10	1	1	-2	7	-10
O=C(CCC(=O)NCCO)NCCO	1	-4	-1	7	6	3	2	8	0	5	4
SMILES	NR2F2 inh	Shn3 3UTR inh	EBV LMP1 NFkB	CF NFkB block	TWEAK-Fn14 inh	NCOA1 inh	KKLEB tox	SRC3 inh	TRAIL sens C8	LRH-1 inv ag	TROY NFkB inh
CC(=O)c1cccc(NC(=O)N2C3CCCC2CC(NC(=O)C2CC2)C3)c1 (stereo unspecified)	19	-1	-2	-14	-3	1	10	21	-3	10	-19
CCNC(=O)C(=O)NCCc1ccc(Cl)cc1	5	16	10	-5	11	-6	-2	11	-11	-9	-18
O=C(CSc1nnc(-c2cccs2)o1)NCC1CN(Cc2ccccc2)CCO1 (stereo unspecified)	7	7	-7	-8	-14	-16	4	-2	-14	2	-3
CC1=C(CCN2CCN(C(C)C)C(CCO)C2)C(C)(C)CCC1 (stereo unspecified)	30	-1	3	-8	3	5	-4	9	9	-1	6
O=C1COc2c1ccc(O)c2O	8	-10	-3	4	-26	-1	4	-12	-12	9	-4
Cc1nnc(NC(=O)CCS(=O)(=O)c2ccccc2)s1	11	-8	18	-15	14	-13	0	7	1	-12	-14
N#Cc1ccc(OCc2c(-c3ccccc3)nnn2CC(=O)O)cc1	-2	-12	/	21	-5	6	-2	-20	-6	7	2
Cc1c(NS(=O)(=O)c2cc(C(=O)NCc3cccnc3)ccc2Cl)c(=O)n(-c2ccccc2)n1C	6	34	-8	1	4	10	-16	-2	-2	14	6
CC(C)Cn1c(N)c(C(=O)COC(=O)C2CCCN2C(=O)c2cccs2)c(=O)n(C)c1=O (stereo unspecified)	-6	9	1	1	-2	4	-6	-11	6	-6	17
CCN1C(=O)CC(C(=O)OC)=C1C	-4	6	-9	6	2	-6	-16	18	2	3	-14
Cc1ccc(N(C(=O)NC2CCCCC2)C2=NCCCCC2)cc1	-21	2	-5	13	-6	-41	-17	-23	3	-25	-22
Cc1cc(NC2CCCC2)n2nc(C)c(-c3ccccc3)c2n1	15	-17	-23	2	-31	-43	-7	-15	-1	17	-31
O=C(Nc1ccc(F)cc1)c1nc[nH]c1C(=O)O	-10	-14	-9	8	13	17	10	10	3	1	2
CCN(CC)C(=O)[C@H]1C[C@H](CC(=O)NCCc2ccccn2)C(=O)N2CCc3c([nH]c4cc(-c5ccco5)ccc34)[C@]12C	6	-3	-8	19	-1	7	4	9	-6	-7	2
COc1ccc(NC(=O)NNS(=O)(=O)c2ccc(OC)c(OC)c2)c(OC)c1	17	-11	6	8	7	-4	-25	7	39	15	-1
COc1ccccc1C(=O)NCC(=O)N=Nc1c(O)n(C(C)C)c2ccccc12	-3	-13	9	8	-10	2	-3	11	-16	11	6
CCNC(=S)Nc1cc(-c2ccc(Cl)cc2)[nH]n1	-20	5	4	-33	5	-4	16	6	-2	-19	-14
COc1ccc2c(c1)c(CC(=O)Nc1nnc(C3CC3)s1)c(C)n2C(=O)c1ccc(Cl)cc1	16	33	48*	-14	58*	-12	11	15	22	-13	53*
